# GLP1R inv ag: inverse agonists of human GLP-1 receptor. P43220. HEK293 GLP-1R CRE-luciferase, luminescence, 24 h; GLP-1R form is constitutively active. Potency, µM (doses to about 38.3 µM), inactives show top-dose activity change, negative = inhibition, actives largely listed as inhibitors. 410,000 compounds, 1.6% hits. AID 624417; further: on the % scale 0 is the no-effect control and ±100 the full control effect; nearly all actives have a fitted effect of over 55% in size
# Target sequence (P43220 whole entry, looked up): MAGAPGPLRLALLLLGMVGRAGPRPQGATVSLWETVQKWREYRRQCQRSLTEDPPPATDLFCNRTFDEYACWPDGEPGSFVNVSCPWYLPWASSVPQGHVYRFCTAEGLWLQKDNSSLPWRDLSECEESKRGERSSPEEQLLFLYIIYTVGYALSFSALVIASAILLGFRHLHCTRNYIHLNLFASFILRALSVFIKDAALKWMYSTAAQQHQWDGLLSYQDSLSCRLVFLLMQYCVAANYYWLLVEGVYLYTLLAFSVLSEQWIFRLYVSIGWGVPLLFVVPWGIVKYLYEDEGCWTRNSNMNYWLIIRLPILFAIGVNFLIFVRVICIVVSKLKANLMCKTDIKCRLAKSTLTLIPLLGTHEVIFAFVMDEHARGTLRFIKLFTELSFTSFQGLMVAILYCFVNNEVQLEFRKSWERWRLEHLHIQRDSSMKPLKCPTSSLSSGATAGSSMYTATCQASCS
#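 Luminescence readout: a drop in cAMP-driven luciferase signal flags inverse agonism at a constitutively active GLP-1R stably expressed in HEK293. Compound exposure lasted 24 hr at 37 deg C, 5% CO2.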
# KB-V1 MDR tox: kills drug-selected multidrug resistant KB-V1 cells; KB-V1 MDR cells viability, CellTiter-Glo, 72 h; Potency, µM (top dose mostly 46.1 µM), without a hit: at the highest dose activity change, negative = cytotoxicity, usual class: cytotoxic; 400,000 compounds, 3.4% hits; AID 1347076; further: on the % scale 0 is the no-effect control and ±100 the full control effect; nearly all actives have a fitted effect of over 60% in size
#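 qHTS viability screen in drug-selected KB-V1 MDR cells: 72 h compound treatment at 37 degrees C, ATP luminescence end point.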
# TDP43 rescue: inhibitors of TDP-43 toxicity in yeast; AID 652104; TDP-43 expressing yeast growth rescue, BacTiter-Glo, 24 h; Potency, µM (top dose mostly 46.1 µM), without a hit: at the top dose growth rescue (activation), usual class: activators; 410,000 compounds, 1.8% hits; further: % of control where 0% means no effect; nearly all actives have a fitted effect of over 50% in size
#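 Galactose-induced TDP-43 yeast, OD600=0.02, compound pinned; 24 hr, 30 deg C; BacTiter-Glo luminescence for growth. Inhibitors of TDP-43 toxicity read as activators.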
# GLP1R cytotox: cytotoxic in the GLP-1 receptor inverse agonist counter-screen | HEK293 cAMP-luciferase reporter cells, luminescence, 24 h | Potency, µM (titrated, usually from 38.3 µM), without a hit: at the top dose activity change, negative = inhibition, hits mostly inhibitors | 410,000 compounds, 0.13% hits | AID 624418;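 further: loss of luciferase light is scored as toxicity; on the % scale 0 is the no-effect control and ±100 the full control effect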
#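 To flag toxic compounds, the library was rerun on cells for 24 hr at 37 deg C and 5% CO2. Viability-linked luminescence was captured 12 min after adding luciferase detection reagent.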
# HT1080-NT tox: kills 2HG-producing HT-1080-NT fibrosarcoma cells; HT-1080-NT fibrosarcoma viability, CellTiter-Glo ATP luminescence, 48 h; Potency, µM (highest dose often 46.1 µM), for inactives: at the top dose activity, negative = less viability, hits mostly cytotoxic; 360,000 compounds, 1.6% hits;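 further: NT is the 2HG producing partner of a matched IDH1 knockdown line; 0% = DMSO-treated cells and -100% = media-only wells without cells; nearly all actives have a fitted effect of over 55% in size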
#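 HT-1080-NT fibrosarcoma cells (2HG-overproducing), 750 cells/well in RPMI with 5% FBS, dosed after 2 h and incubated 48 h at 37C. CellTiter-Glo luminescence normalized to DMSO and no-cell wells; concentration-response curves fitted and classed.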
# KB-3-1 cytotox: kills parental KB-3-1 adenocarcinoma cells; KB-3-1 viability, CellTiter-Glo ATP luminescence, 72 h; Potency, µM (highest dose often 46.1 µM), inactives show at the highest dose activity change, negative = cytotoxic, most hits filed as cytotoxic; 400,000 compounds, 1.4% hits; AID 1347075; further: on the % scale 0 is the no-effect control and ±100 the full control effect; nearly all actives have a fitted effect of over 60% in size
#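 KB-3-1 cells, DMEM (no phenol red) + 10% FBS; compound by pin transfer, 72 h, 37 °C. Readout: CellTiter-Glo luminescence after 10 min. Data normalized, curve-fitted.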
# GLP-1R agonist: agonists of human GLP-1 receptor | P43220 | 380,000 compounds, 0.007% hits | Potency, µM (top dose mostly 45.6 µM), for the others: at the highest dose activation, actives largely listed as activators | HEK293 GLP-1R CRE-luciferase, luminescence, 4-6 h; cells express a hypersensitive GLP-1R form; further: % of control where 0% means no effect
# HT1080 IDH1KD tx: toxicity to HT-1080 IDH1 knockdown cells (counter line). HT-1080 IDH1 knockdown viability, ATP luminescence, 48 h. Potency, µM (doses to about 46.1 µM), for inactives: top-dose activity, negative = toxicity, most hits filed as cytotoxic. 360,000 compounds, 2% hits. AID 686971;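 further: 0% = DMSO wells and -100% = cell-free medium wells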
#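 Cytotoxicity counter-line: IDH1KD HT-1080, 48 h, CellTiter-Glo. Curves classed by r2, magnitude and activity.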
# SW480 rereplic: DNA re-replication induction in SW480 cells. 340,000 compounds, 1.8% hits. AID 624297. Potency, µM (top dose mostly 46.1 µM), inactives show at the top dose re-replication activation, actives largely listed as activators. SW480 DNA re-replication, Hoechst DNA content imaging, 48 h; further: % of control where 0% means no effect; nearly all actives have a fitted effect of over 55% in size
#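 Image-based read-out: total Hoechst fluorescence of nuclei (405 nm excitation, 500-530 nm emission), with hits raising the fraction of high-intensity nuclei. SW480 colon cells incubated 48 hr with compounds at 37 C.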
# Active calls of the source: *; u = inconclusive; x = no result given; [ ] = remark or other dose. The call rests on the fitted dose curve; in most records, active means well fitted curve in the direction sought with a large enough effect; inconclusive means small, poorly fitted or top-dose-only effect, or another doubt; inactive means no such curve, though single readings can be large; an effect the other way counts as inactive or inconclusive. Potency means the concentration at half of the fitted maximal effect.
SMILES,GLP1R inv ag,KB-V1 MDR tox,TDP43 rescue,GLP1R cytotox,HT1080-NT tox,KB-3-1 cytotox,GLP-1R agonist,HT1080 IDH1KD tx,SW480 rereplic
COc1ccc(NS(=O)(=O)c2cccc(C(=O)NNC(=O)CNC(=O)c3cccc(C)c3)c2)cc1,2.2%,16.1%,17.8%,-13.7%,9.6%,25.7%,2.7%,3.2%,-2.1%
Cc1cc2c(cc1S(=O)(=O)Nc1ccc(F)cc1)n(C)c(=O)c(=O)n2C,0.4%,7.5%,10.9%,0.9%,-14.1%,u,1.0%,2.7%,-15.1%
CC1(C(=O)NS(=O)(=O)C2CC2)CCCN(C(=O)c2cccs2)C1 (stereo not drawn),23.2%,2.9%,19.1%,2.6%,29.5%,0.0%,-4.8%,4.4%,x
CCc1n(CC(O)COCc2ccccc2)c2ccccc2[n+]1C (stereo not drawn),-5.8%,0.0%,6.0%,3.3%,-9.0%,-1.2%,-5.2%,-4.7%,-18.7%
Cc1ccccc1NC(=O)CSc1nc2ccc(Nc3nc(N4CCOCC4)nc(N4CCOCC4)n3)cc2s1,-16.8%,u,4.5%,-1.6%,-0.8%,1.2%,2.1%,-4.3%,26.4%
Cc1cc(C)cc(OCC(=O)Nc2ccc(CN3CCCCC3)cc2)c1,u,2.8%,22.8%[9.22 µM],-8.2%,5.2%,3.2%,8.9%,5.1%,1.5%
Cc1ccc(-n2c(=O)c3c(C)c(C)sc3n(CC(=O)NCc3ccccc3)c2=O)cc1C,3.0%,-12.3%,12.0%,-13.1%,x,14.5%,x,x,x
CCOCCCN(C(=O)Nc1ccc(CC)cc1)C1CCN(C(C)=O)CC1,-0.2%,-17.5%,-16.9%,15.1%,0.0%,9.9%,-3.1%,0.0%,-1.6%
c1ccc(N2CCN(Cc3nnc(-c4ccc5c(c4)OCO5)o3)CC2)cc1,-5.0%,0.3%,0.0%,-3.2%,x,18.8%,x,x,x
Oc1c(C(c2ccccc2Cl)N2CCC(O)CC2)sc2nc(-c3ccco3)nn12 (stereo not drawn),-4.3%,0.0%,-2.7%,-17.4%,x,1.0%,x,x,x
COc1ccc(-n2nc(C(=O)NCC(=O)Nc3cc(OC)ccc3OC)c3ccccc3c2=O)cc1,-25.1%,-26.7%,20.6%,-17.2%,-9.7%,-1.5%,22.3%,-4.6%,-4.5%
CCCCOc1cccc(C(=O)N(Cc2ccccc2)C2CCS(=O)(=O)C2)c1 (stereo not drawn),-21.2%,u,-3.4%,6.4%,-7.6%,u,12.7%,-14.1%,2.8%
Cc1nc2c(sc3nc4c(cc32)COC(C)(C)C4)c(=O)o1,8.9%,-7.8%,-28.2%,-13.7%,5.8%,-10.4%,-4.9%,17.0%,1.5%
CC(C)Sc1nc(N)c2c3c(sc2n1)CN(C)CC3,44.5%[activator],2.2%,5.6%,72.9%[activator],-1.3%,2.4%,26.5%,-15.7%,-3.7%
O=C(CN1C(=O)NC2(CCCC2)C1=O)NCCN1C(=O)S/C(=C\c2ccccc2F)C1=O,-7.7%,26.8%,13.0%,3.9%,-2.6%,-0.9%,-4.1%,-11.3%,0.5%
CC1CCCN(c2ccc(F)cc2N)C1 (stereo not drawn),u,-1.7%,-2.3%,-4.2%,-5.5%,2.1%,-0.1%,-22.1%,29.0%
Nc1c(Cl)ncnc1N1CCCC1,24.4%,2.0%,-5.3%[0.397 µM],-1.4%,0.0%,-1.3%,21.5%,1.9%,-1.4%
COc1cccc(OC)c1C(=O)n1nc(C)cc1C,-8.3%,5.6%,-3.0%,17.3%,1.0%,-0.2%,13.9%,-2.3%,-12.7%
O=C(NCC1(N2CCCCC2)CCCCC1)c1cccc(NS(=O)(=O)c2ccccc2)c1,5.4%,6.0%,14.9%,-5.3%,-17.3%,-12.5%,-7.5%,-16.0%,12.9%
Cc1cc(C)c(Cn2c3ccccc3c3cnn(CC(=O)N4CCCCC4)c(=O)c32)c(C)c1,-4.1%,-37.2%,3.3%[9.22 µM],-14.6%,x,u,x,x,x

# Complete entries from above:
# Shown for c1ccc(N2CCN(Cc3nnc(-c4ccc5c(c4)OCO5)o3)CC2)cc1 → GLP1R inv ag = -5.0%; KB-V1 MDR tox = 0.3%; TDP43 rescue = 0.0%; GLP1R cytotox = -3.2%; HT1080-NT tox = x; KB-3-1 cytotox = 18.8%; GLP-1R agonist = x; HT1080 IDH1KD tx = x; SW480 rereplic = x
# Shown for CC1(C(=O)NS(=O)(=O)C2CC2)CCCN(C(=O)c2cccs2)C1 (stereo not drawn) → GLP1R inv ag = 23.2%; KB-V1 MDR tox = 2.9%; TDP43 rescue = 19.1%; GLP1R cytotox = 2.6%; HT1080-NT tox = 29.5%; KB-3-1 cytotox = 0.0%; GLP-1R agonist = -4.8%; HT1080 IDH1KD tx = 4.4%; SW480 rereplic = x

# Following part.
SMILES,GLP1R inv ag,KB-V1 MDR tox,TDP43 rescue,GLP1R cytotox,HT1080-NT tox,KB-3-1 cytotox,GLP-1R agonist,HT1080 IDH1KD tx,SW480 rereplic
COc1ccc(NC(=O)CSCC(=O)Nc2ccc(S(=O)(=O)N3CCCCC3)cc2)cc1,u,-19.3%,7.3%,-11.8%,0.9%,4.7%,0.6%,-5.1%,0.7%
Cc1cc(=O)c2c(C)nn(-c3ccccc3)c2[nH]1,10.2%,0.0%,11.3%,-3.8%,-0.7%,-2.3%,1.6%,-0.8%,-0.9%
Cn1c(=O)c(N)c2c3c(c(Br)ccc31)C(=O)c1ccccc1-2,75.0%[activator],u,9.6%,1.8%,2.0%,-5.6%,-4.0%,-10.6%,-46.6%
COCC(=O)N(C)CC1CCCN(CCc2ccccc2OC)C1 (stereo not drawn),-23.9%,-4.2%,-9.3%,1.9%,-3.6%,-13.5%,9.6%,0.2%,11.9%
Cn1nnnc1SCC(=O)NC1CCCCC1,2.0%,-3.6%,-5.5%,3.1%,8.1%,3.7%,5.6%,11.7%,-2.0%
CC(C)c1ccc(NC(=O)CC2NCCNC2=O)cc1 (stereo not drawn),19.1%,-0.5%,18.4%,-1.0%,x,-1.4%,-1.1%,x,x
CCOCCCNCc1ccc(OCC(=O)N2CCOCC2)c(OC)c1,-2.6%,-7.7%,13.0%,-0.1%,1.9%,-4.3%,-2.8%,6.2%,-5.6%
O=C(Cn1cc([N+](=O)[O-])cn1)N1N=C(C(F)F)CC1(O)C(F)F (stereo not drawn),0.0%,-2.2%,21.1%,2.4%,-3.7%,25.6%,-10.1%,-0.4%,-7.8%
CC(=O)N1CCOc2ccc(S(=O)(=O)Nc3ncccc3C)cc21,5.3%,26.4%,-10.5%,3.7%,10.6%,15.0%,4.9%,14.0%,-4.1%
O=C(Nc1ccc(Cl)cc1Cl)c1ccc(-c2ccccc2)cc1,21.0%,-13.1%,-17.6%,10.2%,u,-0.7%,1.3%,25.1%,-4.3%
Clc1ccccc1-c1nnn(Cc2ccc(-c3nn[nH]n3)cc2)n1,87.7%[activator],u,-3.1%,8.7%,-4.8%,-2.0%,6.1%,-5.3%,-2.0%
Cc1ccc2cc(CN(Cc3ccco3)C(=O)NCc3ccccc3)c(=O)[nH]c2c1C,u,-7.7%,5.2%,-17.6%,-0.5%,13.6%,13.6%,-9.7%,10.0%
Cn1cc(S(=O)(=O)NCc2ccc3c(c2)OCO3)c(C(F)(F)F)n1,3.4%,u,3.7%,-4.3%,8.1%,-2.6%,3.8%,4.9%,-0.1%
CSc1nc2c(c(=O)[nH]1)C(c1ccccc1)C1=C(CC(C)(C)CC1=O)N2 (stereo not drawn),39.4%[activator],2.5%,14.5%,9.7%,10.4%,-9.7%,2.1%,8.8%,u
O=C1c2ccccc2C(=O)N1CCSc1nnc(-c2ccco2)n1Cc1ccccc1,0.9%,u,15.6%,2.7%,13.8%,u,18.5%,13.3%,-1.6%
CCCCN(C(=O)CCC(=O)Nc1cc(C)on1)C(C(=O)NC(C)(C)CC)c1cccc(OC)c1OC (stereo not drawn),-30.7%,1.1%,3.1%,1.6%,-10.1%,-1.4%,-2.5%,-14.7%,-7.2%
CCCCN(CC)CCNC(=O)c1cc2c(=O)oc3ccc(C)cc3c2s1,-9.6%,12.3%,-13.7%,-14.8%,x,0.2%,1.9%,x,x
CCC(C)Nc1nc(N)c([N+](=O)[O-])c(NCc2ccccc2)n1 (stereo not drawn),16.5%,0.0%,17.8µM*,-7.5%,-0.1%,-1.3%,25.0%,-21.9%,4.8%
Cc1cc(SCC(=O)N2CCCC2)nc2ccccc12,1.1%,-16.1%,29.9%,-17.5%,4.2%,-13.9%,2.6%,-0.1%,-4.5%
O=S(=O)(NCC(c1ccco1)N1CCOCC1)c1cc(F)ccc1F (stereo not drawn),2.0%,8.5%,7.0%,19.7%,x,1.4%,x,x,x
COc1cc(C)nc(NCc2ccccc2)n1,13.2%,8.9%,-4.2%,8.6%,0.0%,-0.4%,-0.3%,-10.5%,-2.5%
COc1ccc(NC(=O)N2CCN(C(=O)C3CCCO3)CC2)cc1 (stereo not drawn),1.0%,1.2%,12.4%,-7.7%,0.2%,0.4%,-0.3%,9.2%,-12.9%
CCN(C(=O)CN(C)Cc1cccc(Cl)c1Cl)c1c(N)n(Cc2ccccc2)c(=O)[nH]c1=O,-9.2%,4.9%,4.8%,1.8%,2.3%,15.8%,-2.0%,1.8%,8.4%
COc1cc(NC(=O)c2ccc3c(SCC(=O)O)c4c(nc3c2)CCCC4)cc(OC)c1OC,8.1%,-0.8%,-3.6%,-8.7%,2.3%,-7.4%,-3.9%,1.0%,-50.3%
Cc1cc2[nH]c(=S)[nH]c2cc1C,14.6%,-3.6%,-6.4%,-1.3%,3.3%,u,-8.7%,-1.7%,-0.7%
CCc1nc2cc(NC(=O)C3(C)CCCN(C(C)C)C3)ccc2o1 (stereo not drawn),15.0%,-9.9%,3.0%,6.6%,9.8%,4.5%,3.0%,11.5%,x
CCOc1nc(-c2ccccc2Cl)ccc1C#N,-9.5%,u,-1.5%,5.2%,2.3%,-3.3%,15.2%,9.7%,4.4%
COc1ccccc1N1CCN(C(=O)c2cccc(N3C(=O)C4C5C=CC(C5)C4C3=O)c2)CC1 (stereo not drawn),1.9%,-9.4%,6.0%,1.4%,4.0%,-1.1%,3.2%,6.1%,-2.3%

# Bioassay records: PubChem, National Center for Advancing Translational Sciences (NCATS)
